PI5P4K alpha inh: inhibitors of human PI5P4K alpha | PI5P4Kalpha enzyme, ADP-Glo luminescence, 60 min; stronger effect = lower value | max response, % | 330,000 compounds, 1.2% hits | P48426; active means max response of -50% or lower; inconclusive means between -30% and -50%; inactive means -30% or higher; further: value at the top dose of about 77 µM; on the % scale 0 is the no-effect control and ±100 the full control effect
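Human PI5P4Kalpha with substrate in 0.038 M HEPES pH 7.4, 0.28 mM EGTA, 0.1% CHAPS, 5% DMSO; reaction started with 5 microM ATP (final), 60 min at room temperature. ADP formed read by ADP-Glo luminescence.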
GLP-1R agonist: agonists of human GLP-1 receptor. Potency, µM (doses to about 45.6 µM), for inactives: at the highest dose activation, usual class: activators. 380,000 compounds, 0.007% hits. HEK293 GLP-1R CRE-luciferase, luminescence, 4-6 h; cells express a hypersensitive GLP-1R form. AID 624172; further: potency means the concentration at half of the fitted maximal effect; % of control where 0% means no effect
Target sequence (P43220 whole entry, looked up): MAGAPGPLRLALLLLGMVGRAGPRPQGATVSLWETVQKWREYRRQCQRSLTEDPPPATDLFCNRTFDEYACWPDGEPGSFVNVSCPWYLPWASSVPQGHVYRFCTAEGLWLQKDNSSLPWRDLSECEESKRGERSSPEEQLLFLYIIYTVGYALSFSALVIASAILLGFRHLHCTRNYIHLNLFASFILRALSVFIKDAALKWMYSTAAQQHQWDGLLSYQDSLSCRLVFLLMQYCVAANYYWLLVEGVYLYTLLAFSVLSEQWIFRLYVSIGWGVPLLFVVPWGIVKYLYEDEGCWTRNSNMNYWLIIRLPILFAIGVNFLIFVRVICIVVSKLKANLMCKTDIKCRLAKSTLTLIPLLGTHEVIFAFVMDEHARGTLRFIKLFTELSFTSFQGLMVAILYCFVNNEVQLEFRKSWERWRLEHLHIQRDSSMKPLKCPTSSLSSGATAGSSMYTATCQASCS
IL2 activator: activators of IL-2 | IL-2 activation reporter assay, cell-based qHTS; stimulated with anti-CD3/CD4/CD28 beads; in transgenic mouse T cells | activation, % (series mostly up to about 46 µM) | 360,000 compounds, 0.065% hits; in the data active means activation above about 50%; inconclusive means mostly about 30% to 49%; further: 0% is about no effect
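Readout is EGFP and DsRed signal by fluorescent plate cytometry after 18 h at 37 degrees C. Transgenic mouse T cells (750/well) received compound for 60 min before bead stimulation (anti-CD3, anti-CD4, anti-CD28); memory T cells served as non-tolerant control.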
EPAC1 antagonist: EPAC1 (human) antagonism | EPAC1 GEF assay, Rap1b-BODIPY-GDP exchange fluorescence | Potency, µM (top dose mostly 115 µM), for the others: at the highest dose activity change, negative = inhibition, usual class: inhibitors | 360,000 compounds, 0.14% hits | AID 720709;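 further: potency means the concentration at half of the fitted maximal effect; plate controls were vehicle for no effect and positive control for full effect; nearly all actives have a fitted effect of over 50% in size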
PLK1 PBD inh: inhibitors of human PLK1 polo-box domain binding; P53350; Plk1 PBD binding of FITC phosphopeptide, fluorescence polarization; Potency, µM, for the others: max response, negative = inhibition, hits mostly inhibitors; AID 720504; 360,000 compounds, 2.8% hits; further: potency means the concentration at half of the fitted maximal effect; series mostly up to about 57 µM; on the % scale 0 is the no-effect control and ±100 the full control effect; nearly all actives have a fitted effect of over 65% in size
Target sequence (P53350 whole entry, looked up, the tested form may be a part): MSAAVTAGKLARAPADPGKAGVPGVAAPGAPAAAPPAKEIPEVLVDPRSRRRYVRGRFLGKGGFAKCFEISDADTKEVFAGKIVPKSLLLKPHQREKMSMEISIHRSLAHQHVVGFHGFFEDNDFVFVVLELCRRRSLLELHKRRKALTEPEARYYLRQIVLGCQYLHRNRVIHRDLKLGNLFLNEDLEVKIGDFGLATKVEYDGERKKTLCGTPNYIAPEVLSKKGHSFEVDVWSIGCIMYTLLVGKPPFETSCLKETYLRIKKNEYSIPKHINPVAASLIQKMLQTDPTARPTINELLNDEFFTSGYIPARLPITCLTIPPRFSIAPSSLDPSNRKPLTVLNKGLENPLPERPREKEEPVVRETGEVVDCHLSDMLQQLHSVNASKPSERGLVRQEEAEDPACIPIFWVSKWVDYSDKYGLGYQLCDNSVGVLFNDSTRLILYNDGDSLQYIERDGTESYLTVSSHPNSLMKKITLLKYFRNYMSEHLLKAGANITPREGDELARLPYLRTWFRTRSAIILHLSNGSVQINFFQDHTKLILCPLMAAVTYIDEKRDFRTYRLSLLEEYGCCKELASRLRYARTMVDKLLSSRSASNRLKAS
GLP-1R inv ag: GLP-1 receptor (human) inverse agonism | P43220 | HEK293 GLP-1R CRE-luciferase, luminescence, 24 h; GLP-1R form is constitutively active | Potency, µM (top dose mostly 38.3 µM), for the others: at the top dose activity change, negative = inhibition, actives largely listed as inhibitors | 410,000 compounds, 1.6% hits; further: potency means the concentration at half of the fitted maximal effect; on the % scale 0 is the no-effect control and ±100 the full control effect; nearly all actives have a fitted effect of over 55% in size
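HEK293 cells stably co-expressing a cAMP-responsive luciferase reporter and constitutively active GLP-1R were seeded, incubated 12 h, then exposed to compounds for 24 h at 37 C. Luminescence was read 12 min after detection reagent; inverse agonists lower signal.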
EPAC1 agonist: agonists of human EPAC1; 360,000 compounds, 0.073% hits; Potency, µM (doses to about 154 µM), for inactives: at the highest dose activation, usual class: activators; EPAC1 agonist qHTS, biochemical assay; response scale: 100% = response to 6.5 mM cAMP; further: potency means the concentration at half of the fitted maximal effect; nearly all actives have a fitted effect of over 60% in size
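Compounds were pinned as a concentration titration into mixtures of EPAC1 (100 nM), BODIPY-GDP-loaded Rap1B (250 nM) and GDP (50 uM). After 5 min at room temperature, fluorescence was followed for 30 min; activity was scaled to 6.5 mM cAMP.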
PTHR1 ag: activates the human parathyroid hormone receptor PTHR1; HEK293 GP2 PTHR1 cells, GloSensor cAMP luminescence, 1 h; Potency, µM (top dose mostly 115 µM), without a hit: at the highest dose activation, actives largely listed as activators; 410,000 compounds, 0.075% hits; further: potency means the concentration at half of the fitted maximal effect; nearly all actives have a fitted effect of over 55% in size; some results filed as inactive show a strong effect at the top dose; inactives centre near -15; many of its hits are not listed in these tables
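HEK-293-derived GP2 cells expressing PTHR1 and a GloSensor cAMP reporter, 3,000/well, plated overnight, given luciferin plus IBMX (each 0.5 mM as added) for 1 h at 37 °C, then compound for 1 h at 37 °C. Luminescence was read after 15 min at room temperature.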
GLP1R cytotox: cytotoxicity in counter-screen for GLP-1R inverse agonists; HEK293 cAMP-luciferase reporter cells, luminescence, 24 h; Potency, µM (titrated, usually from 38.3 µM), for inactives: at the highest dose activity change, negative = inhibition, most hits filed as inhibitors; 410,000 compounds, 0.13% hits; AID 624418;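 further: loss of luciferase light is scored as toxicity; potency means the concentration at half of the fitted maximal effect; on the % scale 0 is the no-effect control and ±100 the full control effect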
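Seeding density was 200 cells/uL; after overnight-length (12 h) culture, 23 nL compounds went on for 24 h at 37 °C. Readout used a luciferase detection reagent, luminescence taken after 12 min at room temperature.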
* = called active by the depositor; i = inactive; ? = inconclusive; . = no result given; & = joins results of further samples; [ ] = another dose, or the depositor's remark. Unless noted, the call rests on the fitted dose curve; in most records, active means well fitted curve in the direction sought with a large enough effect; inconclusive means small, poorly fitted or top-dose-only effect, or another doubt; inactive means no such curve, though single readings can be large; an effect the other way counts as inactive or inconclusive.

SMILES | PI5P4K alpha inh | GLP-1R agonist | IL2 activator | EPAC1 antagonist | PLK1 PBD inh | GLP-1R inv ag | EPAC1 agonist | PTHR1 ag | GLP1R cytotox
CCOC(=O)c1nsnc1NCCCl | 4 | 5% | 1.5 | -6% | -14% | 10% | -4% | 7% | 10%
Cc1ccc(S(=O)(=O)N2CCCCC2)cc1NC(=O)Nc1ccc(Cl)cc1Cl | 6 | 3% | -2.6 | -13% | -5% | ? | -6% | -51%[inhibitor] | 0%
COc1ccc(C(=O)CC(c2ccc(OC)c(OC)c2)c2c(O)c3ccccc3oc2=O)cc1OC (stereo not given) | 0 | 1% | 0.9 | 1% | -3% | 10% | 4% | -11% | -3%
Cc1cc(=O)oc2c1c(C)nn2-c1nn[nH]n1 | ? | -2% | -3.0 | -6% | 11µM* | -4% | 3% | -2%[57.5 µM] | -10%
[2H]c1c([2H])c([2H])c(-c2nc(N3CCCCCC3)sc2C(=O)c2ccccc2)c([2H])c1[2H] | 7 | -1% | -3.6 | -9% | -4% | 2µM* | 5% | -11% | 15%
CCOC(=O)C1CCN(/C=C2/C(=O)NC(=S)N(c3ccccc3F)C2=O)CC1 | -22 | -5% | 0.0 | 1% | 0% | -4% | 12% | i | -2%
CC(C)(C)OC(=O)N(CCc1ccccc1)Cc1ccc(OCc2cccc(NC(=O)c3ccccc3)c2)cc1 | 3 | 6% | -0.8 | 0% | ? | 7.9µM* | -1% | i | 3%
CC(=O)OC1CCC2(C)C3CCC4(C)C(OC(C)=O)CCC4C3C(C)C2(O)C1 (stereo not given) | 11 | 18% | -0.6 | -5% | -5% | 14% | -7% | -15% | 4%
Cc1cccc(CN2CCN(CC(=O)N3CCC4(CC3)OCCO4)C2=O)c1 | 9 | -8% | 1.4 | -14% | -16% | -9% | 0% | i | -4%
Cc1ccc(-c2nc3ccccc3c(=O)n2-c2cccc(O)c2)cc1 | 0 | 14% | -1.1 | 8% | -2% | 1.8µM* | -1% | i | -3%
CSc1ccc(CN2CCN(C(=O)COc3cccc(C)c3)CC2)cc1 | 2 | 1% | -0.1 | -19% | -9% | ? | 2% | -35%&-42%[inhibitor] | -3%&5%
CCCCn1c(O)c(/C(CC)=N/N2CCCCC2c2cccnc2)c(=O)[nH]c1=S (stereo not given) | -5 | 24% | -4.3 | -7% | -1% | ? | 9% | -27% | -11%
O=C1C(Cl)=C(N2CCOCC2)C(=O)N1c1ccccc1F | 8 | -2% | -2.0 | 11% | -13% | 34%[activator] | -8% | i | 2%
COc1ccc(CN2C(=O)NC(=O)/C(=C\c3ccc(OC)c(OC)c3OC)C2=O)cc1 | ? | 0% | 0.8 | -9% | 7.5µM* | 14% | 6% | -2% | 3%
COP(=O)(NC(=O)C(Cl)(Cl)Cl)OC | -2 | -9% | -0.5 | -20% | -9% | 5% | 10% | i | 5%
COC(=O)C1=C(c2ccc(S(C)(=O)=O)cc2)C[C@@H]2CC[C@H]1N2C(=O)N1CCOCC1 | -4 | -1% | 0.7 | -19% | -13% | 1% | 7% | 6% | 0%
CN1CCN(C(=O)COc2ccc3ccccc3c2)CC1 | 2 | 0% | 0.3 | -4% | -2% | 14% | -4% | 3% | 2%
COc1ccc(S(=O)(=O)N2CCN(C/C=C/c3ccccc3)CC2)cc1F | 4 | 11% | -4.2 | -28% | -5% | ? | -3% | -67%[inhibitor] | 281%[activator]
O=C(/C=C/c1cccc(Cl)c1)c1ccc([N+](=O)[O-])o1 | -51* | -16% | -0.4 | -11% | 6.7µM* | ? | -9% | -47%[inhibitor] | ?
C=CCC[C@@H](Cc1ccc(F)cc1)C(=O)OC[C@H](Cc1c[nH]c2ccccc12)NC(=O)[C@@H](CC=C)CC(=O)N(CCO)Cc1ccccc1 | 6 | -2% | -3.2 | -26% | 0% | -1% | -31%[inhibitor] | -13% | 8%
CCC(C)(O)C(=O)OC1C(=O)OC2CC3C(C)=CC(=O)C(O)C3(C)C3C4(O)OCC23C1C(C)C4O (stereo not given) | 23 | -25% | -6.6 | 3% | -5% | -72% | 3% | -28% | -2%
S=C1NCCN1 | -4 | -1% | -0.6 | -5% | 1% | -5% | 9% | -11% | 0%
CN(CC(=O)Nc1ccccc1-c1ccccc1)C1CCCCC1 | -3 | -6% | -2.8 | -9% | -1% | ? | 1% | -6% | 17%
CS(=O)(=O)NCc1nnc2n1-c1ccc(Cl)cc1C(c1ccccc1)=NC2 | 11 | 4% | 3.9 | 3% | -2% | -9% | 16% | i | 3%
O=C(O)/C=C/C(=O)O | 5 | -3%&-2% | -0.2 | 0% | -1% | -1% | -9% | -21% | 3%

For reference, part of the list above.
SMILES | PI5P4K alpha inh | GLP-1R agonist | IL2 activator | EPAC1 antagonist | PLK1 PBD inh | GLP-1R inv ag | EPAC1 agonist | PTHR1 ag | GLP1R cytotox
O=C1C(Cl)=C(N2CCOCC2)C(=O)N1c1ccccc1F | 8 | -2% | -2.0 | 11% | -13% | 34%[activator] | -8% | i | 2%
COc1ccc(CN2C(=O)NC(=O)/C(=C\c3ccc(OC)c(OC)c3OC)C2=O)cc1 | ? | 0% | 0.8 | -9% | 7.5µM* | 14% | 6% | -2% | 3%
COP(=O)(NC(=O)C(Cl)(Cl)Cl)OC | -2 | -9% | -0.5 | -20% | -9% | 5% | 10% | i | 5%

(more compounds)
SMILES | PI5P4K alpha inh | GLP-1R agonist | IL2 activator | EPAC1 antagonist | PLK1 PBD inh | GLP-1R inv ag | EPAC1 agonist | PTHR1 ag | GLP1R cytotox
O=C(Cn1ncc2c3ccccc3n(Cc3ccc(F)cc3)c2c1=O)N1CCC2(CC1)OCCO2 | 1 | -27% | -0.8 | -15% | 0% | ? | 5% | -20%[57.5 µM] | -2%
CC(NCc1ccccc1C(F)(F)F)C(O)c1ccccc1 (stereo not given) | -1 | 14% | -0.5 | 19% | -2% | ? | -1% | i | -9%
CCOC(=O)[C@]12Cc3cc(Cl)ccc3[C@H]1N(Cc1ccccc1)C(=O)c1cc(OC)ccc12 | -2 | -12% | -1.2 | 0% | 11µM* | ? | 9% | -94%[inhibitor] | ?
NCCCP(=O)(O)CCc1ccccc1 | . | 0% | -0.1 | -8% | -11% | 1% | 3% | i | -14%
COc1cc(OC)cc(-c2sc3ccc(OC)cc3c2-c2ccc(OCCN3CCOCC3)cc2)c1 | 62 | 19% | -0.7 | 7% | -10% | ? | 1% | -21% | -1%
Cc1ccsc1C(=O)C1CCCN(Cc2cnc(N)nc2)C1 (stereo not given) | -1 | 3% | -0.5 | 9% | -11% | 10% | -2% | i | 2%
Fc1ccc(N2Cc3ccccc3-n3nncc3C2)cc1 | 7 | -2% | 0.2 | 1% | -2% | 7% | 11% | -20% | 4%
Cc1ccc(OC(=O)N(C)C[C@@H]2OCc3cnnn3CCCC(=O)N([C@H](C)CO)C[C@@H]2C)cc1 | -3 | -1% | -4.3 | 1% | -8% | 13% | -27% | -9% | 1%
CCOc1ccc(N2C(=O)NC(=O)/C(=C\c3cc(OC)c(OC)cc3[N+](=O)[O-])C2=O)cc1 | -23 | 0% | -4.3 | -21% | 32%[activator] | -8% | 16% | -48%[inhibitor] | 15%
O=C1NC(=O)N(CCNc2ncc(C(F)(F)F)cc2Cl)C(=O)C1Cc1ccc(Cl)cc1 (stereo not given) | -1 | 0% | -2.4 | 0% | -9% | 1% | -15% | i | 0%
COc1ccc(N2CCN(C(=O)CCCCCn3c(=S)[nH]c4ccc(N5CCOCC5)cc4c3=O)CC2)cc1 | 0 | -1% | -5.0 | 2% | 2% | ? | -8% | -43%[inhibitor] | -11%
CCCCCc1cc(O)c2c3c(c(=O)oc2c1)CN(C)CC3 | 1 | 12% | -0.2 | -3% | -1% | ? | 3% | -17% | -8%
COc1ccc(C(=O)C2CCCN(C3CSCCSC3)C2)cc1OC (stereo not given) | -5 | 25% | 1.4 | 7% | -6% | 2%[0.307 µM] | 0% | i | 17%[0.307 µM]
CC1CC(C)CN(C(=O)COC(=O)c2cn(C)c3ccccc23)C1 (stereo not given) | -3 | -7% | 0.7 | 19% | -2% | ? | -7% | -13% | 10%
COc1ccc(CN2Cc3cnnn3-c3ccccc3C2C#N)cc1 (stereo not given) | -10 | -13% | -0.6 | -7% | -17% | 2.8µM* | 4% | -95%[inhibitor] | ?
Cc1ccc(CSc2ncccc2C(=O)O)cc1 | 0 | 0% | 1.0 | -3% | -10% | 5%&5% | -2% | -28%&-73% | 6%&-2%
CCCCCc1nc2ccccc2c(=O)n1-c1ccccc1[N+](=O)[O-] | 0 | 6% | -4.3 | -20% | 4% | ? | 5% | i | 1%
COc1ccccc1CN1CCN(C(=O)Cc2ccccc2)CC1 | -8 | -7% | -1.8 | 21% | 3% | -4% | -3% | i | -8%
C[C@H](CO)N1C[C@H](C)[C@@H](CN(C)C(=O)Oc2ccc3ccccc3c2)OCc2cn(nn2)CCCC1=O | -3 | 3% | -1.9 | 2% | -29% | 15% | 4% | i | 0%
COc1cc(C(=O)N2C[C@H]3C[C@@H](C2)c2cccc(=O)n2C3)cc(OC)c1OC | -1 | 0% | 0.1 | 2% | 7% | -7% | 2% | -25% | -10%
Cc1nn(C)c(C)c1N1C(=O)c2cccc3c(N)ccc(c23)C1=O | -6 | 7% | 8.1 | 94%[activator] | 2.7µM* | 30% | 100µM* | i | .
CS(=O)(=O)c1ccc(C2=C(CNC(=O)c3ccc([N+](=O)[O-])cc3)[C@H]3CC[C@@H](C2)N3CCOc2ccccc2)cc1 | 0 | -4% | -0.7 | -5% | -15% | 10µM* | 0% | -20% | ?
CC(C)c1ccccc1NC1=NCCCS1 | 1 | 10% | -0.5 | -1% | -11% | ? | 11% | i | -2%
COc1cc(OC)cc(C2(C#N)CCN(C)CC2)c1 | 6 | -1% | -0.6 | 0% | 2% | 2% | -15% | i | 4%
O=C1c2cccc3c(N4CCCCC4)ccc(c23)C(=O)N1c1cccc(O)c1 | -22 | 20% | ? | 59%[activator] | 21% | 8% | ? | -35%[inhibitor] | 194%[activator]
CC1CN=C(NC(C)c2ccccc2)S1 (stereo not given) | -3 | 15% | -0.5 | -7% | -10% | -7% | 2% | -24% | 1%

Screening data as filed in PubChem.

The list is partial; count on the stated rates, not on these rows.
